Screens: PubChem, NMMLSC
Myeloid diff MLP – induction of myeloid progenitor differentiation, primary screen, cell-based, flow cytometry, MLPCN library. ER-HoxA9 myeloid progenitors, lysozyme-GFP differentiation. calls only at 10 µM. 360,000 tested, 1% active. AID 624256, 2012;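 active = normalized GFP-positive differentiation at or above the plate's own cutoff, the solvent-only control mean plus 3 SD; inconclusive = no clear call, values can overlap the other calls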;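 note: cells exposed to compound for four days before flow analysis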
Myeloid diff MLP GFP+ MAC1+ % – further read-out of Myeloid diff MLP, marked with its call; GFP+ MAC1+ double positive, %; measured here: differentiation confirmed by MAC1 staining
The depositor's hits bear a star; i = inactive; ? = inconclusive; . = no result given; + = active, no number.

SMILES	Myeloid diff MLP	Myeloid diff MLP GFP+ MAC1+ %
COC(=O)C1=C(c2cc3ccccc3s2)C[C@@H]2CC[C@H]1N2C(=O)NCc1ccc(C(F)(F)F)cc1	i	1.8
O=C(NC(=S)N1CC1)c1ccccc1	i	1.2
COC(=O)C1=C(c2cccc(OC)c2OC)C[C@@H]2CC[C@H]1N2C(=O)NCCCOC(C)C	i	1.3
CCS(=O)(=O)NC(C)c1nnc2n1-c1ccc(Br)cc1C(c1ccccc1Cl)=NC2 (stereo not drawn)	i	1.4
C[C@@H]1CN([C@@H](C)CO)C(=O)CCCn2nncc2CO[C@@H]1CN(C)C(=O)Oc1ccc2ccccc2c1	i	0.6
CCCC1(CC(C)C)C(=O)NC(=S)NC1=O	i	1.5
Cc1ncoc1C(=O)NCC1=C(c2ccc3ccccc3c2)C[C@@H]2CC[C@H]1N2Cc1ccco1	i	0.9
CCc1cc2c(cc1-c1csc(C/C(N)=N/O)n1)C(C)(C)CCC2(C)C	+	2.3*
COC(=O)C1=C(c2ccccc2)C[C@@H]2CC[C@H]1N2C(=O)NCc1ccc(C(F)(F)F)cc1	i	1.9
CS(=O)(=O)CCN1CC2CCCC(C2)C1	?	.
COC(=O)C1=C(c2ccccc2OCc2ccccc2)C[C@@H]2CC[C@H]1N2C(=O)NCc1ccc(Cl)cc1	i	2.5
COc1ccc(CN2Cc3cc(-c4ccc(OC)cc4)ccc3-n3nncc3C2)cc1	i	0.6
CCOC(=O)[C@]12Cc3cc4ccccc4cc3[C@H]1N(Cc1ccccc1)C(=O)c1ccccc12	i	1.3
C[C@]12CC[C@H](O)C[C@@H]1CC[C@H]1[C@H]3CCC(=O)[C@@]3(C)CC[C@@H]12	i	0.6
Cc1[nH]nc2ccc(-c3cncc(OC[C@@H](N)Cc4c[nH]c5ccccc45)c3)cc12	?	.
O=[N+]([O-])c1ccc2c(c1)Cc1cc(O)ccc1-2	i	0.8
COC(=O)C1=C(c2cccc(OCc3ccccc3)c2)C[C@@H]2CC[C@H]1N2C(=O)NCCOc1ccccc1	i	1.8
COc1cc(C2c3cc(O)c(OC)cc3CC3C(=O)OCC32)ccc1O (stereo not drawn)	i	1.7
COc1ccc2c(c1OC)CN1CCc3cc4c(cc3[C@H]1C2)OCO4	i	1.0
Cc1nnc2ccc(-c3cccc(C(F)(F)F)c3)nn12	i	0.9

Filtered by structure, the compounds so far with a CF3 group (3)
SMILES	Myeloid diff MLP	Myeloid diff MLP GFP+ MAC1+ %
COC(=O)C1=C(c2cc3ccccc3s2)C[C@@H]2CC[C@H]1N2C(=O)NCc1ccc(C(F)(F)F)cc1	i	1.8
COC(=O)C1=C(c2ccccc2)C[C@@H]2CC[C@H]1N2C(=O)NCc1ccc(C(F)(F)F)cc1	i	1.9
Cc1nnc2ccc(-c3cccc(C(F)(F)F)c3)nn12	i	0.9

A few values from the results shown.
`Cc1nnc2ccc(-c3cccc(C(F)(F)F)c3)nn12` in Myeloid diff MLP GFP+ MAC1+ %: 0.9
`COC(=O)C1=C(c2cccc(OCc3ccccc3)c2)C[C@@H]2CC[C@H]1N2C(=O)NCCOc1ccccc1` in Myeloid diff MLP GFP+ MAC1+ %: 1.8
`COc1cc(C2c3cc(O)c(OC)cc3CC3C(=O)OCC32)ccc1O` (stereo not drawn) in Myeloid diff MLP GFP+ MAC1+ %: 1.7
`COc1ccc2c(c1OC)CN1CCc3cc4c(cc3[C@H]1C2)OCO4` in Myeloid diff MLP GFP+ MAC1+ %: 1.0
`COc1ccc(CN2Cc3cc(-c4ccc(OC)cc4)ccc3-n3nncc3C2)cc1` in Myeloid diff MLP GFP+ MAC1+ %: 0.6

Additional results follow:
SMILES	Myeloid diff MLP	Myeloid diff MLP GFP+ MAC1+ %
COc1ccc(CN(CCc2c[nH]c3ccccc23)Cc2ccc(OC)cc2)cc1	i	2.0
Cc1ccccc1C(=O)N1Cc2ccccc2-n2nncc2C1	i	1.4
c1ccc(OCC2CO2)cc1 (stereo not drawn)	i	1.3
O=C1NCN(c2ccccc2)C12CCN(C(c1cccc3ccccc13)c1nnnn1-c1ccc3c(c1)OCCO3)CC2 (stereo not drawn)	i	1.6
COC1=CC(=O)O[C@@H](/C=C/c2ccccc2)C1	i	1.5
COC(=O)C1=C(c2ccc(OC(F)(F)F)cc2)C[C@@H]2CC[C@H]1N2C(=O)NCCOc1ccccc1	i	1.5
CC(=O)C1CCC2C3CCC4CC(O)CCC4(C)C3C(O)CC12C (stereo not drawn)	i	0.3
CC[C@@H](CO)C1CC2NC3CC4(c5ccccc5N(C)[C@@H]24)C(O)C31 (stereo partly drawn)	i	1.6
CCCCCN1C(=O)c2ccccc2[C@@]2(C(=O)OCC)Cc3cc(Cl)ccc3[C@@H]12	i	0.8
CC1CC(C)CN(C(=O)COC(=O)c2cn(C)c3ccccc23)C1 (stereo not drawn)	i	0.8
NC(Cc1ccc(F)cc1)c1csc(Nc2cnccn2)n1 (stereo not drawn)	i	1.2
O=C1NC(=O)C(CCOc2ccccc2)(CCc2ccccc2)C(=O)N1	i	0.9
c1ccc(Nc2ccc(Nc3ccccc3)cc2)cc1	?	.
COc1ccc(C(O)CNC(C)C)c(F)c1OC (stereo not drawn)	i	1.0
O=c1[nH]oc2c1CCNC2	i	0.7
C#CCOC(=O)C1=CCCN(C)C1	i	10.5
COc1ccc(C2=NCC(=S)Nc3ccc(Cl)cc32)cc1OC	i	0.5
COc1ccc(-c2ccc3c(c2)CN(C(=S)NCCc2ccccc2)Cc2cnnn2-3)cc1	i	1.2
CC1([N+](=O)[O-])COP(=O)(Nc2cccc(Br)c2)OC1 (stereo not drawn)	+	15.4*
COc1ccc(-n2nnnc2C(CCSC)N2CCC(n3c(=O)[nH]c4ccccc43)CC2)cc1 (stereo not drawn)	i	0.7
CC(N)Cc1c[nH]c2ccc(Cl)cc12 (stereo not drawn)	i	0.9
C[C@]12CCC3C(CC[C@@H]4CC(=O)CC[C@]34C)C1CC[C@@H]2O (stereo partly drawn)	i	0.6
O=[N+]([O-])c1ccc(C[n+]2c(-c3ccccc3)cc(-c3ccccc3)cc2-c2ccccc2)cc1	i	1.5
C=Cc1cc(OC)c2c(c1)c(=O)oc1c2cc(OC)c2c(O)ccc(C3OC(C)C(O)C(C)(O)C3O)c21 (stereo not drawn)	?	.
COC(=O)C1=C(c2ccc(F)cc2OCc2ccccc2)C[C@@H]2CC[C@H]1N2C(=O)NCc1ccc(N(C)C)cc1	i	1.9
O=C1NC(=S)SC1=Cc1ccc(N(CCCl)CCCl)cc1	+	3.6*
CS(=O)(=O)c1ccc(C2=C(CNC(=O)c3nccs3)[C@H]3CC[C@@H](C2)N3Cc2ccco2)cc1	i	0.8
C[C@@H]1CN([C@@H](C)CO)C(=O)CCCn2nncc2CO[C@@H]1CN(C)C(=O)Oc1cccc2ccccc12	i	1.0
COC(=O)C1=C(c2ccc(S(C)(=O)=O)cc2)C[C@@H]2CC[C@H]1N2C(=O)NC(C)C	i	0.9
CC(=O)OC1CCC2(C)C3CCC4(C)C(OC(C)=O)CCC4C3C(C)C2(O)C1 (stereo not drawn)	i	0.5
COC(=O)C1=C(c2ccc(F)cc2F)C[C@@H]2CC[C@H]1N2C(=O)N1CCC(C)CC1	i	0.9
COCCNC(=O)N1[C@H]2CC[C@@H]1C(C(=O)OC)=C(c1ccc(OC(F)(F)F)cc1)C2	i	2.4
Cn1c(=O)[nH]c2nncnc2c1=O	i	0.3
CCCCn1nnnc1C(c1cccs1)N1CCC2(CC1)C(=O)NCN2c1ccccc1 (stereo not drawn)	i	0.7
O=C1COc2ccc(C(=O)COC(=O)Cc3ccccc3)cc2N1	i	0.6
CCCNC(=O)N1[C@H]2CC[C@@H]1C(C(=O)OC)=C(c1ccccc1)C2	i	1.5
Cc1cc(Br)cn2c(CC(=O)N3CCCCC3)c(-c3ccc(F)cc3)nc12	i	0.5
O=C1NC2C(O)C(O)C(O)C(O)C2c2cc3c(c(O)c21)OCO3 (stereo not drawn)	?	.
COC(=O)C1=C(c2ccc(F)cc2OCc2ccccc2)C[C@@H]2CC[C@H]1N2C(=O)NCCOc1ccccc1	i	0.8
CC(=NNC(=S)N1CC2CCC(CC2)C1)c1nccs1	?	.
C[C@@H]1NCCc2cc(O)c(O)cc21	i	1.4
CN1CC2CN(Cc3ccccc3)S(=O)(=O)C2C1 (stereo not drawn)	i	1.3
NC(Cc1ccc(F)cc1)c1csc(Nc2ccccn2)n1 (stereo not drawn)	i	0.4
O=[N+]([O-])c1c(Cl)c(Cl)c(Cl)c(Cl)c1Cl	i	0.4
COC(=O)C1=C(c2ccc(F)cc2OCc2ccccc2)C[C@@H]2CC[C@H]1N2C(=O)NCCN1CCOCC1	i	2.8
Cc1cccc2nc(-c3ccccc3)c(-c3ccc(CN4CCC(n5c(=O)[nH]c6ccccc65)CC4)cc3)nc12	i	1.0
CN(C)Cc1c[nH]c2ccccc12	i	2.5
O=c1[nH]c2ccccc2n1C1CCN(C(c2ccccc2OC(F)(F)F)c2nnnn2-c2ccc3c(c2)OCCO3)CC1 (stereo not drawn)	i	1.2
CCOP(=S)(OCC)SCSP(=S)(OCC)OCC	i	0.7
CCOC(=O)[C@]12Cc3cc(C)ccc3[C@H]1N(Cc1ccccc1)C(=O)c1cc(OC)ccc12	i	1.3

The list continues.
SMILES	Myeloid diff MLP	Myeloid diff MLP GFP+ MAC1+ %
CC(=O)C1CCC2C3C(N4CC4)CC4=CC(=O)CCC4(C)C3CCC12C (stereo not drawn)	i	1.3
S=C(NC1CCCCC1)N1CCC(c2cnc[nH]2)CC1	i	1.3
C[C@]12CCC(=O)C=C1C=CC1C2CC[C@]2(C)C(=O)CCC12 (stereo partly drawn)	i	0.5
CCCCC1(CC)COP(=O)(OCC(Cl)(Cl)Cl)OC1 (stereo not drawn)	i	0.6
O=C(NCC1=C(c2ccc3ccccc3c2)C[C@@H]2CC[C@H]1N2Cc1ccco1)c1cccnc1	i	0.1
COc1ccc(C(c2nnnn2-c2ccc3c(c2)OCCO3)N2CCC3(CC2)C(=O)NCN3c2ccccc2)cc1 (stereo not drawn)	i	0.9
COC(=O)C1=C(c2ccc(F)cc2OCc2ccccc2)C[C@@H]2CC[C@H]1N2C(=O)N1CCCCC1	i	1.6
COc1ccc(CN2CCN(C(=O)Cc3ccccc3)CC2)cc1OC	i	0.1
CCOC(=O)c1ccccc1NC(=O)c1c(O)[nH]c(=S)[nH]c1=O	i	1.3
CCOP(=S)(OCC)SCCSCC	i	2.1
c1ccc(C(c2ccccc2)c2ccncc2)cc1	i	1.5
CCOC(=O)[C@]12Cc3c(cc(OC)c(OC)c3OC)[C@H]1N(C)C(=O)c1cc(OC)ccc12	i	1.7
CC(=O)OC1CCC2(C)C(CCC3C2CC(=O)C2(C)C3CC(N3CC3)C2C(C)=O)C1 (stereo not drawn)	i	2.2
C=C1[C@H]2C[C@H]3[C@H]4N5C[C@]6(C)CCC[C@]47[C@H]([C@H]2O)[C@]3(C[C@]5(O)[C@H]67)[C@@H]1O	i	4.2
O=S(=O)(c1ccc(Cl)cc1)c1ccc(Cl)cc1	i	1.1
CNCC(=O)c1ccc(O)c(O)c1	i	3.1
O=C1NCN(c2ccccc2)C12CCN(C(CCc1ccccc1)c1nnnn1C1CCCC1)CC2 (stereo not drawn)	i	1.0
CC1CC2(C)C(=CC1=O)CCC1C3CCC(C)(O)C3(C)CC3OC312 (stereo not drawn)	i	1.2
C[C@H](CO)N1C[C@H](C)[C@@H](CN(C)C(=O)Oc2ccc3ccccc3c2)OCc2cn(nn2)CCCC1=O	i	0.6
Cc1ccc(N)cc1Cl	i	1.2
COC(=O)C1=C(c2ccc(OC)c(OC)c2)C[C@@H]2CC[C@H]1N2C(=O)N1CCc2cc(OC)c(OC)cc2C1	i	1.4
COC(=O)C1=C(c2ccc(S(C)(=O)=O)cc2)C[C@@H]2CC[C@H]1N2C(=O)NCCNC(C)=O	i	4.2
CC[C@H]1CN2CCC1C[C@@H]2[C@@H](O)c1ccnc2ccc(OC)cc12 (stereo partly drawn)	i	7.4
CCN1C[C@]2(CO)CC[C@H](OC)[C@@]34C5C[C@H]6[C@H](OC)C5[C@](O)(C[C@H]6OC)[C@@H](C(OC)C23)[C@@H]14 (stereo partly drawn)	i	3.7
O=C1c2ccccc2-n2nncc2C2c3cc(Br)ccc3CCN12 (stereo not drawn)	i	0.4
COc1ccc(C(=O)C2CCCN(CC3CCCCC3)C2)cc1OC (stereo not drawn)	i	0.8
c1cc2c(cc1N1CCCCC1)CNCc1cnnn1-2	i	0.4
O=C1c2cccc(N3CCNCC3)c2C2CCCCN12 (stereo not drawn)	i	1.0
Cc1ccccc1NC(=O)COC(=O)c1cc(C)n(C2CC2)c1C	i	1.3
CN1[C@@H]2CC[C@H]1CC(OC1c3ccccc3CCc3ccccc31)C2 (stereo partly drawn)	i	4.6

Brought forward from above: 5 entries, then new ones.
SMILES	Myeloid diff MLP	Myeloid diff MLP GFP+ MAC1+ %
COc1ccc(C(=O)C2CCCN(CC3CCCCC3)C2)cc1OC (stereo not drawn)	i	0.8
c1cc2c(cc1N1CCCCC1)CNCc1cnnn1-2	i	0.4
O=C1c2cccc(N3CCNCC3)c2C2CCCCN12 (stereo not drawn)	i	1.0
Cc1ccccc1NC(=O)COC(=O)c1cc(C)n(C2CC2)c1C	i	1.3
CN1[C@@H]2CC[C@H]1CC(OC1c3ccccc3CCc3ccccc31)C2 (stereo partly drawn)	i	4.6
O=C(COC(=O)Cc1ccccc1)NNC(=O)c1ccc([N+](=O)[O-])cc1	i	1.7
Cc1cc(N(CCCl)CCCl)ccc1C=NNC(=O)c1cccnc1	?	.
C=C1C(C)C2C(Cc3ccccc3)NC(=O)C23C(OC(C)=O)C=CC(C)(O)CC(C)CC=CC3C1O (stereo not drawn)	?	.
CCOC(=O)CNC(=O)N1Cc2ccccc2-n2nncc2C1	+	0.3*
CCCn1c(C)c(C(=O)c2cccc3ccccc23)c2ccccc21	i	3.4
CCCCC(CC)COC(=O)c1ccccc1C(=O)OCC(CC)CCCC (stereo not drawn)	i	3.9
COc1ccc(C(CC(C)=O)c2c(O)c3ccccc3oc2=O)cc1OC (stereo not drawn)	i	0.7
FC(F)(F)c1cccc(NC2=NCCS2)c1	i	0.4
CC(C)N1CCOC(c2ccc(O)c(O)c2)C1 (stereo not drawn)	i	0.7

Some of the compounds tested (hit frequency here may not be typical).
